All columns: NCI-60 one-dose screen, growth in % after 48 h at 10 µM unless noted; 100 = growth as untreated, 0 = no growth, -100 = all killed.
OVCAR-3 – OVCAR-3 ovarian cancer; actives 7% (n = 79,000)
SF-268 – SF-268 CNS cancer cells | actives 3.1% (n = 82,000) | AID 1794759
PC-3 – PC-3 prostate cancer cells; AID 1794754; actives 3.9% (n = 80,000)
OVCAR-5 – OVCAR-5 ovarian cancer; actives 2.9% (n = 82,000)
OVCAR-4 – OVCAR-4 ovarian cancer cells. actives 3.7% (n = 80,000)
OVCAR-8 – OVCAR-8 ovarian cancer; AID 1794782; actives 4.4% (n = 81,000)
SK-OV-3 – SK-OV-3 ovarian cancer cells. actives 3.2% (n = 80,000)
U251 – U251 CNS tumor cells; AID 1794753; actives 5.4% (n = 80,000)
DU-145 – DU-145 prostate cancer | actives 4.2% (n = 81,000)
Active calls of the source: *; . = not tested or not shown; & = joins results of further samples. The calls were made as follows: active = growth percent below 10; inactive = the rest.

no. | Structure | OVCAR-8 | SK-OV-3 | OVCAR-4 | PC-3 | U251 | SF-268 | OVCAR-5 | DU-145 | OVCAR-3
1 | O=C1NCN(c2ccccc2)C12CCN(CCCC(c1ccc(F)cc1)c1ccc(F)cc1)CC2 | 66 | 73 | 48 | 96 | 55 | 71 | 83 | 76 | 67
2 | CC(=O)C(N=Nc1ccc(C)cc1[N+](=O)[O-])C(=O)Nc1ccccc1 (stereo not given) | 106 | 96 | 110 | 107 | 109 | 100 | 111 | 115 | 117
3 | Cc1ccc(NC(=S)NNC(=S)Nc2ccc(C)cc2)cc1 | 76&105 | 60&111 | 106&100 | 77&101 | 57&106 | 85&108 | 89&104 | 102&106 | 64&127
4 | O=C(O)c1ccccc1Oc1cc(-c2ccco2)nc(OCCn2cnc3nc[nH]c3c2=O)n1 | 103 | 104 | 106 | 110 | 102 | 97 | 108 | 109 | 113
5 | Cc1ccc(C(=O)CSc2nnc(-c3cnccn3)n2-c2ccccc2)cc1 | 92 | 79 | 97 | 59 | 86 | 100 | 102 | 103 | 119
6 | O=c1c(O)c(-c2ccccc2)oc2ccc(O)cc12 | 76 | 105 | 68 | 65 | 59 | 68 | 104 | 72 | 74
7 | Cn1cc(-c2ccc(-c3cn(C)c4ncccc34)[nH]2)c2cccnc21 | 23 | 106 | -44* | -30* | -44* | 46 | -6.9* | 94 | -37*
8 | O=C(CSc1nnc(-c2ccc(NC(=O)c3cccnc3)cc2)o1)Nc1ccc([N+](=O)[O-])cc1 | 39 | 59 | 117 | 102 | 46 | 34 | 103 | 97 | 103
9 | O=C(Nc1ccccc1)c1cccc([N+](=O)[O-])c1 | 107 | 112 | 102 | 89 | 99 | 100 | 109 | 104 | 103
10 | CCOC(=O)C(C#N)(Cc1ccc2ccccc2n1)Cc1ccc2ccccc2n1 | 107 | 102 | 87 | 90 | 105 | 104 | 92 | 116 | 97
11 | CC(C)C(=O)NCCCCN1CCCCC1 | 112 | 104 | 105 | 104 | 111 | 106 | . | 105 | 105
12 | O=C(O)c1ccc(-c2nn(-c3ccc(C(=O)O)cc3)cc2CNc2ccc3c(c2)OCO3)cc1 | 96 | 104 | 91 | 107 | 96 | 94 | 109 | 100 | 92
13 | CCC1(C)CCC(C)(CC)c2c1cc([N+](=O)[O-])c(C)c2[N+](=O)[O-] (stereo not given) | 101 | 98 | 93 | 96 | 95 | 104 | 102 | 99 | 100
14 | COc1cccc(C(C#N)NCCCNC(C#N)c2cccc(OC)c2OC)c1OC (stereo not given) | 108 | 103 | 121 | 97 | 105 | 110 | 100 | 125 | 124
15 | Cc1cc(C)c2c(=O)[nH]c(SCC(=O)Nc3cccc(S(=O)(=O)N(C)C)c3)nc2n1 | 106 | 103 | 105 | 95 | 108 | 114 | 97 | 101 | 111
16 | CCCC(=O)NC(c1cccnc1)c1ccc2c(C)ccnc2c1O (stereo not given) | 21 | 20 | 11 | 36 | 27 | 22 | 32 | 30 | 13
17 | COc1ccc(N=CC2CCCCC2=O)c([N+](=O)[O-])c1 (stereo not given) | 94 | 114 | 103 | 87 | 96 | 102 | 85 | 111 | 114
18 | Oc1c2c(n3cccc13)=c1cc(Cl)ccc1=N2 | 102 | 100 | . | 98 | 102 | 115 | 113 | 110 | 126
19 | O=C(O)c1ccc2nc(-c3cc4ccccc4[nH]c3=O)[nH]c2c1 | 105 | 99 | 106 | 96 | 103 | 113 | 127 | 122 | 112
20 | CCOC(=O)C1=C(Nc2ccc(OC)cc2)C(N)=NC1=N | 54 | 34 | 60 | 41 | 52 | 60 | 66 | 44 | 17
21 | O=c1cc[nH]c2c([N+](=O)[O-])ccc(NCCCN3CCN(CCCNc4ccc([N+](=O)[O-])c5[nH]ccc(=O)c45)CC3)c12 | 91 | 80 | 104 | 88 | 97 | 97 | 101 | 106 | 112
22 | N#CC(C#N)=CN | 97 | 105 | 100 | 87 | 93 | 104 | 99 | 111 | 109
23 | O=C(O)c1ccc(-n2c(-c3ccccc3)nc(-c3ccccc3)c2-c2ccccc2)cc1 | 94 | 106 | 101 | 88 | 86 | 101 | 100 | 109 | 109
24 | Cc1ccc(NC(=O)Cn2nncc2COc2ccc3ccccc3c2C=O)cc1 | 94 | . | 90 | 101 | 81 | 82 | 100 | 109 | 98
25 | c1ccc2sc(SCc3nc(-c4ccc5c(c4)OCO5)no3)nc2c1 | 99 | 108 | 110 | 97 | 100 | 94 | 99 | 108 | 111
26 | Cn1c(=O)c2ncn(CC(=O)O)c2n(C)c1=O | 115 | 108 | 116 | 101 | 99 | 99 | 90 | 111 | 118
27 | Cc1ccc(S(=O)(=O)c2ccsc2NC(=O)c2ccccc2)cc1 | 100 | 89 | 63 | . | 82 | 89 | 95 | 101 | 85
28 | Cc1nn(-c2ccccc2)cc1/C=C/C(=O)c1ccc(-c2cc3ccccc3oc2=O)nc1C | 102 | 112 | 97 | 105 | 104 | 102 | 104 | 102 | 114
29 | Cn1cc(C(=O)c2nc(-c3cn(C)c4ccc(F)cc34)no2)c2cc(F)ccc21 | 96 | 81 | 91 | 80 | 98 | 100 | 86 | 110 | 98
30 | O=C(/C=C/c1ccc(-c2ccccc2)cc1)c1ccccc1 | 115&91 | 120&103 | 94&95 | 75&97 | 92 | 96&102 | 104&99 | 100&105 | 104&104
31 | Cc1cnc(SCc2ccccc2Cl)[nH]c1=O | 104 | 108 | 120 | 95 | 106 | 97 | 96 | 109 | 111
32 | COc1ccc(/C=N\NC(=S)Nc2ccc(F)cc2)cc1OC | 94&98 | 106&117 | 94 | 89&93 | 96&106 | 110&113 | 92&98 | 118&107 | 104&119
33 | NC(=O)CC(NC(=O)C(F)(F)F)C(=O)O (stereo not given) | 96 | 99 | 100 | 95 | 96 | 104 | 88 | 107 | 108
34 | C=C1C(=O)O[C@H]2[C@H]1CC/C(COC(=O)c1cccc3ccccc13)=C\CC[C@@]1(C)O[C@@H]21 | -43* | 84 | -39* | -71* | -84* | -66* | -48* | -95* | -86*
35 | CCOC(=O)c1ccc(NC(=O)Nc2ncc(Cl)cc2Cl)cc1 | 98 | 100 | 104 | 77 | 99 | 104 | 101 | 111 | 150
36 | Cc1cnc2cccc(C)n2c1=O | 101 | 98 | 109 | 93 | 100 | 104 | 118 | 113 | 111
37 | CC1(C)CC(=O)c2c(nc3ccc(Cl)cc3c2-c2ccccc2)C1 | 95 | 94 | 99 | 49 | 102 | 91 | 90 | 106 | 108
38 | CC(=O)c1ccc(-n2cc(CN3CCN(c4cc5c(cc4F)c(=O)c(C(=O)O)cn5C4CC4)CC3)nn2)cc1 | 95 | 85 | 102 | 84 | 98 | 85 | 103 | 104 | 90
39 | c1ccc(CN2c3nc4ccccc4cc3Sc3cc4ccccc4nc32)cc1 | 108 | 110 | 110 | 90 | 101 | 99 | 97 | . | 109
40 | Cc1ccc(NC(=O)CN2CCN(c3cc(=O)n(-c4ccccc4)c4ccccc34)CC2)cc1 | 89 | 92 | 32 | 70 | 88 | 74 | 102 | 84 | 82
41 | CCCNC(=O)OCC | 93 | 99 | 97 | 95 | 94 | 105 | 101 | 110 | 107
42 | C/C(=C\c1ccccc1)c1ccccc1 | 118 | 109 | 113 | 112 | 98 | 104 | 97 | 117 | 115
43 | O=C(Nc1ccccc1)Nc1ncnc2c1ncn2-c1ccccc1 | 55 | 44 | -3.8* | . | 49 | 93 | 83 | 99 | 74
44 | O=C(O)CCNS(=O)(=O)c1ccc(-c2ccccc2)cc1 | 98 | 107 | 101 | 90 | 95 | 115 | 107 | 127 | 114
45 | CC(C)C(/C=C/c1ccccc1)=N\NS(=O)(=O)c1ccccc1 | 104 | 101 | 105 | 93 | . | 116 | 119 | 108 | 104
46 | CCc1ccc(N=C2c3ccccc3-c3ccc([N+](=O)[O-])cc32)cc1 | 95 | 104 | 96 | 88 | 86 | 84 | 82 | 97 | 98
47 | COC(=O)[C@@H](OC(=O)NS(=O)(=O)N(c1ccc(F)cc1)C1CCN(C(=O)OC(C)(C)C)CC1)C(C)C | . | 96 | 105 | . | 100 | 106 | 100 | 113 | 107
48 | C[C@H](C(=O)N[C@@H](Cc1ccc(-c2ccc(S(=O)(=O)O)cc2)cc1)C(=O)NC1CC(C)(C)NC(C)(C)C1)c1ccc(-c2ccccc2)c(F)c1 | 85 | 92 | 109 | 93 | 90 | 101 | 116 | 111 | 102
49 | COc1ccc2c(Nc3ccc(NS(C)(=O)=O)cc3)c3ccccc3nc2c1 | 8.0* | 20 | 12 | 6.9* | 5.0* | -2.8* | 4.4* | 8.9* | -22*
50 | Brc1ccc(-c2cn3ccnc3c(-c3ccc(Br)cc3)n2)cc1 | 52 | 55 | 62 | 66 | 39 | 57 | 82 | 73 | 32

Next part.
no. | Structure | OVCAR-8 | SK-OV-3 | OVCAR-4 | PC-3 | U251 | SF-268 | OVCAR-5 | DU-145 | OVCAR-3
51 | COc1ccc(Nc2nc3ccc(NC(=O)Nc4cccc(Cl)c4)cc3[nH]c2=O)cc1 | 77 | 111 | 90 | 84 | 89 | 88 | 104 | 102 | 108
52 | CC(=O)c1cc(C(=O)N2c3ccccc3Sc3ccccc32)n2ccc3ccccc3c12 | 33 | 49 | 74 | 38 | 38 | 54 | 70 | 53 | .
53 | O=C1CSC(=S)N1/N=C/c1c(F)cccc1Cl | 100 | 105 | 104 | 91 | . | 101 | 102 | 114 | 103
54 | COc1ccc(C2NC(=O)c3cc(OC)c(OC)cc3N2)cc1 (stereo not given) | 106 | 106 | 105 | 109 | 104 | 108 | 97 | 104 | 110
55 | CN1C(=O)C(C2=NN(c3ccccc3)C(c3ccc(Cl)cc3)C2)C(=O)N(C)C1=O (stereo not given) | 76 | 94 | 46 | 63 | 75 | 75 | 106 | 80 | 60
56 | CC(C)=CCCC1(C)C(/C=N/Nc2ccccc2)C(C#N)(C#N)C1(C#N)C#N (stereo not given) | . | 105 | 101 | 79 | 94 | 90 | 103 | 108 | 98
57 | O=[N+]([O-])c1ccc(N/N=C\c2cccc([N+](=O)[O-])c2)cc1 | 96 | 104 | . | 82 | 91 | 96 | 105 | 105 | 94
58 | O=C(CC1Sc2ccccc2NC1=O)NNc1cccc(Cl)c1Cl (stereo not given) | 83 | 70 | 88 | 71 | 84 | 91 | 81 | 108 | 82
59 | CCc1ccc(/C=C/c2ccc(O)c3ncccc23)[n+](C)c1 | -12* | 77 | 36 | 61 | 26 | 48 | 41 | 43 | -11*
60 | CC(=O)Oc1ccccc1C(=O)N=C1[Se]CCCN1C(=O)c1ccccc1OC(C)=O | 47 | 141 | 79 | 20 | 23 | -14* | 91 | 16 | 7.6*

5 compounds picked at random from those above, as already listed:
no. | Structure | OVCAR-8 | SK-OV-3 | OVCAR-4 | PC-3 | U251 | SF-268 | OVCAR-5 | DU-145 | OVCAR-3
52 | CC(=O)c1cc(C(=O)N2c3ccccc3Sc3ccccc32)n2ccc3ccccc3c12 | 33 | 49 | 74 | 38 | 38 | 54 | 70 | 53 | .
55 | CN1C(=O)C(C2=NN(c3ccccc3)C(c3ccc(Cl)cc3)C2)C(=O)N(C)C1=O (stereo not given) | 76 | 94 | 46 | 63 | 75 | 75 | 106 | 80 | 60
59 | CCc1ccc(/C=C/c2ccc(O)c3ncccc23)[n+](C)c1 | -12* | 77 | 36 | 61 | 26 | 48 | 41 | 43 | -11*
60 | CC(=O)Oc1ccccc1C(=O)N=C1[Se]CCCN1C(=O)c1ccccc1OC(C)=O | 47 | 141 | 79 | 20 | 23 | -14* | 91 | 16 | 7.6*
53 | O=C1CSC(=S)N1/N=C/c1c(F)cccc1Cl | 100 | 105 | 104 | 91 | . | 101 | 102 | 114 | 103

Next records follow.
no. | Structure | OVCAR-8 | SK-OV-3 | OVCAR-4 | PC-3 | U251 | SF-268 | OVCAR-5 | DU-145 | OVCAR-3
61 | CCCCCCCCCCCCCCCCC(Br)C(=O)O (stereo not given) | 103 | 118 | 98 | 103 | 102 | 112 | 99 | 116 | 100
62 | Cc1ccc2nc(-c3ccc(N4C(=O)/C(=C/c5ccccc5Cl)N=C4c4ccccc4)cc3)sc2c1 | 85 | 91 | 70 | 69 | 68 | 60 | 91 | 77 | 77
63 | O=C(OCC1OC(n2cc(C(F)(F)F)c(=O)[nH]c2=O)CC1OC(=O)c1ccc([N+](=O)[O-])cc1)c1ccc([N+](=O)[O-])cc1 (stereo not given) | 67 | 63 | 88 | 72 | 76 | 56 | 83 | 30 | 74
64 | NC1C(N)C(N)C1N (stereo not given) | 100 | 93 | 105 | 96 | 101 | 109 | 96 | 134 | 111
65 | CCC1(C(=O)NC(=Nc2ccccc2)Nc2ccccc2)CCOC1=O (stereo not given) | 104 | 107 | 109 | 99 | 95 | 99 | 102 | 98 | 91
66 | COc1ccc2c(ccc[n+]2CC(=O)c2ccccc2)c1 | 106 | 105 | 109 | 89 | 92 | 103 | 104 | 108 | 101
67 | Nc1cc(S(=O)(=O)O)cc2cccc(O)c12 | 98 | 82 | 104 | 79 | 101 | 107 | 98 | 111 | 100
68 | COc1ccc(/C=N\NC(=O)OC(C)(C)C)c(OC)c1OC | 112 | 110 | 100 | 102 | 99 | 112 | 104 | 121 | 120
69 | CCCCCCC1OCCO1 | 102 | 105 | 100 | 107 | . | 108 | 111 | 110 | 108
70 | Cc1cc(C2(c3cc(C)c(OCC(O)CNN(C)C)cc3C(C)C)OC(=O)c3ccccc32)c(C(C)C)cc1OCC(O)CNN(C)C (stereo not given) | 80 | 104 | 75 | 44 | 76 | 78 | 95 | 94 | 86
71 | C=CC(=O)Nc1cccc(-c2nc(SC)nc(Nc3ccc(OC)cc3)c2C#N)c1 | 94 | 91 | 103 | 94 | . | 94 | 104 | 96 | 98
72 | CCc1ccccc1-c1nc(CN[C@@H]2C[C@@H]3C[C@H]([C@H]2C)C3(C)C)c(C)o1 | -66* | -80* | -43* | -54* | -62* | 6.0* | -87* | -75* | -62*
73 | OCc1cnccc1NC1CCCCCC1 | 102 | 97 | 108 | 94 | 102 | 104 | 109 | 114 | 113
74 | FC(F)(F)c1nnc2n1NC(c1ccccc1)=CS2 | 97 | 87 | 98 | 87 | 92 | 97 | 97 | 114 | 110

An unsorted share of the library; any-hit rate near 9.5%.
